ARNT-TACC3 inh: disruptors of human ARNT/TACC3 interaction; inhibition, % at 9.99 µM; AlphaScreen His-ARNT PAS-B/GST-TACC3 binding, luminescence; TACC3 fragment carries E629A point mutation; actives 0.66% (n = 390,000); Q9Y6A5; AID 623870;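 active = mean inhibition of replicates at least 50% and at least half of replicates each reaching 50%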;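 note: 0% = complete ARNT plus TACC3 wells and 100% = ARNT alone without TACC3; many hits fall short of the cut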
* marks the source's active call; other numbers are inactive results.

The opening two compounds, to show the layout:
Molecule | ARNT-TACC3 inh
CCOC(=O)C1CCN(C(=O)Cc2c(C(=O)O)[nH]c3ccccc23)CC1 | -1
CC(=O)n1cc(Nc2ccccc2C(=O)O)c2ccccc21 | 23

Main list (from the top)
Molecule | ARNT-TACC3 inh
CCOC(=O)C1CCN(C(=O)Cc2c(C(=O)O)[nH]c3ccccc23)CC1 | -1
CC(=O)n1cc(Nc2ccccc2C(=O)O)c2ccccc21 | 23
COC(=O)CSc1nnc(-c2cnccn2)n1C | -9
COc1ccc(C)cc1S(=O)(=O)N(C)CC(N)=O | -18
CCn1cc(Br)c(C(=O)Nc2cccc(SC)c2)n1 | -7
CC(C)NC(=O)Cn1c(SCC(=O)N2CCCCCC2)nc2ccccc21 | -5
Cc1cc2cc(C)c3nnc(SCC(=O)NCc4ccc5c(c4)OCO5)n3c2cc1C | 4
CCOc1ccc(N=C(NC#N)SCC(=O)NC2CC2)cc1 | 1
COC(=O)CNC(=O)CNC(=O)Nc1ccccc1Cl | -1
N=c1sccn1CC(=O)Nc1cc(Cl)ccc1Oc1ccccc1 | 7
C=CCNC(=O)CSc1nnc(-c2cccs2)o1 | -2
CC(=O)c1c(C)[nH]c(C(=O)CSc2nc3ccc(C)cc3[nH]2)c1C | -2
S=c1[nH]nc(-c2cnccn2)n1-c1ccccc1 | 8
Cc1ccc(NC(=O)c2ccc(S(=O)(=O)N3CCCC3)cc2)cc1 | -2
O=C(COC(=O)CNC(=O)c1ccc(Br)o1)Nc1ccc2c(c1)OCCO2 | 1
CCOC(=O)c1cc2c(=O)n3ccccc3nc2n(CCOC)c1=NC(=O)c1ccncc1 | -2
CCCCCCCC(=O)NNC(=O)c1ccc(F)cc1 | 16
CCOC(=O)c1c(C)nc2sc(C(N)=O)c(N)c2c1-c1ccccc1 | -20
CC(=O)c1cccc(OCCN2C(=O)NC(C)(C)C2=O)c1 | -2
CCCc1c(O)c2ccccc2n(-c2ccccc2)c1=O | 0
COc1cc(-c2cn(S(=O)(=O)c3cccc4nsnc34)nc2N)cc(OC)c1OC | 6
N#C/C(C(=O)Oc1ccccc1)=C1/Nc2ccccc2-c2ccccc21 | 0
O=C(Cn1nnc(-c2ccc(CN3CCOCC3)cc2)n1)NC1CCCCC1 | 1
CC(=O)OCCCN1C(=O)c2ccc(Br)cc2C1=O | -3
COc1ccc2c(c1)C(=O)CC(c1ccccc1F)O2 (stereo unspecified) | 5
CCOC(=O)c1ccccc1NC(=O)CN1C(=O)CCS(=O)(=O)c2ccccc21 | -4
Cc1cc(C)nc(Sc2nc(Cl)nc(N(c3ccccc3)c3ccccc3)n2)n1 | 2
CCSc1nc2c(c(=O)[nH]c(=O)n2C)n1Cc1ccc(Cl)cc1 | -1
Cc1cc(C)cc(NC(=O)Nc2c(Br)cnn2C)c1 | -5
Cc1nnc(NC2=NCCC2)o1 | -5

Pulled by compound from the list above, two records:
Molecule | ARNT-TACC3 inh
Cc1cc(C)cc(NC(=O)Nc2c(Br)cnn2C)c1 | -5
CCOC(=O)c1ccccc1NC(=O)CN1C(=O)CCS(=O)(=O)c2ccccc21 | -4

Later entries
Molecule | ARNT-TACC3 inh
CCCCN(CCCNC(=O)CN1C(=O)COc2ccccc21)c1ccccc1 | -1
CCNC(=S)NS(=O)(=O)c1ccc(CC)cc1 | -9
C=CCNc1nc(-c2ccccc2)nc(-n2ccnc2)n1 | -5
CCc1nc(NCc2ccccn2)c2oc3ccccc3c2n1 | 10
O=c1c(-c2cnn(-c3ccccc3)c2)coc2cc(O)ccc12 | 15
O=C1OCC(Cn2c3ccccc3c3ccccc32)O1 (stereo unspecified) | -5
CC(C)(C)NC(=O)c1cccc(NC(=O)c2ccco2)c1 | -6
COc1ccc(C2=CC(c3ccc(OC)c(OC)c3)n3nnnc3N2)c(OC)c1 (stereo unspecified) | 4
COC(=O)c1ccc(NC(C)=O)o1 | -4
COc1ccc(-c2nc(C)c(C(C)=O)n2O)cc1OC | -8
CCCn1c(SCC(=O)Nc2nnc(CC)s2)nnc1-c1ccco1 | -3
CN(C)CCCNc1ncnc2c1cnn2-c1ccccc1 | -55
c1ccc(CSc2nnnn2-c2cccc3ccccc23)nc1 | -6
C=CCOC(=O)C1=C(C)NC(SCC(=O)OCC)=C(C#N)C1c1ccc(O)c(OC)c1 (stereo unspecified) | -7
Cc1ccc(S(=O)(=O)NCC(=O)N(CC(=O)NCC2CCCO2)C2CCCC2)cc1 (stereo unspecified) | -6
COc1ccc(Cc2nnc(NC(=O)c3cccc([N+](=O)[O-])c3C)s2)cc1 | 5
Cc1nn(-c2ccc(C(=O)O)cc2)c(N)c1-c1ccccc1 | 4
Cc1nc2ccc(S(=O)(=O)NCC(=O)N3CCOCC3)cc2s1 | 2
OCCN(Cc1ccccc1)Cc1cccc(Cl)c1Cl | -8
COc1ccc(N2C(=O)C3CC(C)=C(C)CC3C2=O)c(OC)c1 (stereo unspecified) | 2
Cc1cnc(C)c(N2CCC(C(=O)NCc3ccco3)CC2)n1 | 0
CCN(c1cccc(C)c1)S(=O)(=O)c1c(C)[nH]c(=O)[nH]c1=O | -13
CCCC(=O)NC(c1ccco1)c1c(O)ccc2ccccc12 (stereo unspecified) | 5
CCNC(=O)N1CCNC(=O)C1CC(=O)Nc1ccc(C(=O)OCC)cc1 (stereo unspecified) | -8
CC(C)(C)OC(=O)N1CCC[C@H]1c1nnc(SCc2c(F)cccc2Cl)o1 | -3
COc1cccc(C(=O)N(C)c2nnc(-c3ccncc3)s2)c1 | -3
c1ccc(Cc2nn3c(-c4ccncc4)nnc3s2)cc1 | 1
Cc1cccc(OCc2nnc(NC(=O)Cc3cccs3)s2)c1 | -4
CCCn1nc(NC(=O)C2CCCO2)c2cc3cc(C)ccc3nc21 (stereo unspecified) | -22
O=C1N=C(N2CCCCC2)SC1=C1CCCC1 | 4
O=C(Nc1ccc(Cl)cc1-c1nc2ccccc2s1)c1ccco1 | 2
COc1cc(/C=N/N2CCN(c3ccccc3OC)CC2)ccc1O | 7
O=c1oc2ccccc2cc1-c1nc(-c2cccs2)cs1 | -4
O=S(=O)(Cc1ccc(Cl)cc1)NCC1CCCO1 (stereo unspecified) | -12
Cc1c(C)[n+](=O)c2c(n1[O-])CCC2 | -7
O=C(O)C1C2C=CC(C2)C1C(=O)OCc1ccccc1 (stereo unspecified) | -4
CCCCC(=O)Nc1ccc(C(=O)NCCCn2ccnc2)cc1 | -4
Cn1c(=O)c2c(nc(SCC(=O)O)n2Cc2cccc(C(F)(F)F)c2)n(C)c1=O | -1
CCc1ccc(C(=O)COC(=O)CNC(=O)c2ccco2)cc1 | 0
O=C(O)c1cc(NCc2cccs2)ccc1N1CCOCC1 | 1
CC(=O)Nc1ccc(S(=O)(=O)N(C)c2ccccc2)cc1 | -2
COc1ccc(Cl)cc1NC(=O)NC1CCCCC1 | 2
Cc1ccc(NC(=O)c2nnn(-c3cc(C)cc(C)c3)c2N)cc1 | 3
COC(=O)Cn1c2ccc(C)cc2c2nc(C)sc21 | -2
Cc1ccc(S(=O)(=O)N[C@H](C(=O)N2CCC(C(=O)NCC(=O)O)CC2)C(C)C)cc1 | 7
CCOC(=O)c1ccc(Nc2cc(C)nc3ncnn23)cc1 | 8
CC(=O)OC[C@H]1COc2ccc3ccccc3c2[C@H]1N(C)C(C)=O | -4
Cc1cc(C(=O)N=Nc2c(O)n(C(C)C)c3ccccc23)n[nH]1 | 7
CCc1cc(C)cc(OCCNC(=O)c2cncc(Br)c2)c1 | -5
Cc1cc(C)nc(N2CCN(c3nnnn3-c3ccccc3)CC2)n1 | -4
CCCCC(=O)Nc1c(O)c2ccccc2[nH]c1=O | -1
CC(c1ccco1)N(C(=O)Nc1ccc(Cl)cc1)c1ccccn1 (stereo unspecified) | 8
CC(=O)NC(c1ccccc1)c1nc2ccccc2[nH]1 (stereo unspecified) | -2
COc1ccc(C)cc1NC(=O)CSc1nnc(-c2ccccn2)n1Cc1ccco1 | 8
c1ccc(-c2cnc(CSc3ncnc4sccc34)o2)cc1 | -1
COc1ccc(-n2nc(C(=O)O)c3ccccc3c2=O)cc1 | -8
COc1ccc(Nc2nc(NCCO)nc(OC)n2)cc1 | -38
CCn1nnc(NC(=O)c2cc3ccccc3o2)n1 | -2
NCCCC[C@@H]1NC(=O)c2cc([N+](=O)[O-])cc(I)c2SC[C@@H](C(=O)NCC(N)=O)NC(=O)CNC1=O | -2
CCn1c(=O)n(CC)c2cc(S(=O)(=O)N3CCc4ccccc43)ccc21 | -1

Some of these compounds in order of their number in ARNT-TACC3 inh, falling:
Molecule,ARNT-TACC3 inh
CC(c1ccco1)N(C(=O)Nc1ccc(Cl)cc1)c1ccccn1 (stereo unspecified),8
Cc1cc(C(=O)N=Nc2c(O)n(C(C)C)c3ccccc23)n[nH]1,7
Cc1cc(C)nc(N2CCN(c3nnnn3-c3ccccc3)CC2)n1,-4
CCc1cc(C)cc(OCCNC(=O)c2cncc(Br)c2)c1,-5

(more compounds)
Molecule | ARNT-TACC3 inh
COc1ccc(/C=C2\C(=O)N(c3c(Cl)cc(Cl)cc3Cl)N=C2NC(=O)c2cccc([N+](=O)[O-])c2)cc1 | -4
CCOC(=O)c1c(C)[nH]c(O)c1C=Nc1ccc(C(F)(F)F)cc1 | 7
O=C(CSc1nnc(CNc2ccc(F)cc2)n1Cc1ccccc1)NCc1ccco1 | -1
Cc1ccsc1C(=O)N1CC(=O)Nc2ccccc21 | 11
COc1cccc(C2=CC(=O)C[C@H](c3ccc4c(c3)OCO4)C2)c1OC | 7
Cc1ccc(OCCOCCn2ccnc2)c(Br)c1 | 4
CCC(C)COC(=O)C(C#N)c1nc2ccccc2nc1N1CCCCC1 (stereo unspecified) | 3
COc1ccc(-n2c(SC(CN3CCCCC3)CN3CCCC3=O)nc3ccccc3c2=O)cc1 (stereo unspecified) | 3
Cc1csc(CCc2nc(C)cs2)n1 | -2
O=[N+]([O-])c1ccc(N2CCOCC2)nc1 | -8
COc1ccccc1N=C(C)C1=C(O)CSC1=O | 2
CCCOc1ccc(CC(=O)NCc2ccco2)cc1OC | 6
CC(=O)NC(CC(C)C)C(=O)NC(Cc1ccccc1)C(N)=O (stereo unspecified) | -30
CCOC(=O)c1cccc(NC(=O)CNS(=O)(=O)c2cccs2)c1 | -5
Oc1ccc(N2CCN(c3ncnc4sc5c(c34)CCC5)CC2)cc1 | 2
CCOC(=O)c1ccc(NC(=O)NCCN2CCCCC2)cc1 | 1
Cc1ccc(C)c(NS(=O)(=O)c2ccc(OCC(=O)N3CCOCC3)cc2)c1 | 0
COc1ccc(C2C(C#N)=C(N)Oc3c2c(C)nn3-c2ccccc2)cc1Cn1nc(C)c([N+](=O)[O-])c1C (stereo unspecified) | 5
CSCC[C@H](NC(=O)Nc1cccc(C(F)(F)F)c1)C(=O)O | 1
COc1cc(C(=O)OCCN2CCCCC2)ccc1O | 0
COc1cc(C)c(Cl)cc1S(=O)(=O)NCCN1CCOCC1 | -20
Cc1cc(C)n2nc(C(=O)NCCc3ccccc3)nc2n1 | 22
COC(=O)C1=C(C)NC(C)=C(C(=O)OC)C1c1ccc(N(C)C)cc1 | 21
COc1ccc(CCN=CC2=C(O)CC(C)(C)CC2=O)cc1 | -3
Cc1ccc(OCCNC(=O)c2cncc(Br)c2)cc1C | -7
O=C(NN1CCOCC1)c1cc(-c2ccccc2)nc2ccccc12 | -2
COC(=O)c1ccc(/C=N/OCC(=O)NC2CCCC(C)C2C)cc1 (stereo unspecified) | 0
Nc1nc2nccc(-c3ccc(Cl)cc3)n2n1 | 30
Cc1noc(C)c1S(=O)(=O)N1CCCC(C(=O)NCCc2ccc(Cl)cc2)C1 (stereo unspecified) | 2
CCOc1ccc(-c2n[nH]c(C)c2Oc2ccc(OC)cc2)c(O)c1 | 0
O=C(CSc1nnc(COc2ccc(Cl)cc2)o1)OC1CCCCC1 | -1
CCOc1ncccc1C(=O)N1CCN(Cc2ccc3c(c2)OCO3)CC1 | 3
Cc1cc(C(C)(C)C)oc1C(=O)N1CCN(C(=O)c2oc(C(C)(C)C)cc2C)CC1 | 6
CCOC(=O)Cc1c[nH]c2ccccc12 | -3
Cc1ccc(S(=O)(=O)N[C@H](C(=O)N2CCC(C(=O)N3CCC[C@H]3C(=O)O)CC2)C(C)C)cc1 | -19
COc1ccc2c(c1OC)C(=O)OC2CC(=O)c1ccc2c(c1)OCO2 (stereo unspecified) | 29
Fc1ccc2c(c1)C(c1ccncc1)=NNC(c1ccc(Cl)cc1)=N2 | -2
COC(=O)c1c(C)[nH]c(C(=O)CN2CCOCC2)c1C | -4
Cc1cc(C(=O)OCC(=O)NCCc2ccccc2)c(C)o1 | -4
O=C(c1ccccc1)N1CC(COc2ccccc2)OC(c2ccco2)O1 (stereo unspecified) | 7
Cc1ccc2c(c1)/C(=N/OS(=O)(=O)c1ccccc1)CCS2 | 2
C=CCNC(=O)C12CC3(C)CC(C)(CC(C)(C3)C1)C2 | -1
Cc1cccc(OCc2nc(C)cc(=O)[nH]2)c1 | -4
COC(=O)c1ccc(C)c(NC(=O)CN2C(=O)c3ccccc3S2(=O)=O)c1 | -3
CSc1nccc(Nc2ccccc2)c1C#N | 2

Compounds listed so far with a CF3 group (3):
Molecule | ARNT-TACC3 inh
Cn1c(=O)c2c(nc(SCC(=O)O)n2Cc2cccc(C(F)(F)F)c2)n(C)c1=O | -1
CCOC(=O)c1c(C)[nH]c(O)c1C=Nc1ccc(C(F)(F)F)cc1 | 7
CSCC[C@H](NC(=O)Nc1cccc(C(F)(F)F)c1)C(=O)O | 1

Additional results.
Molecule | ARNT-TACC3 inh
c1ccc(CSCc2cn3ccsc3n2)cc1 | 5
COc1cc2c(cc1OC)C(c1ccc(-c3ccc(Cl)cc3Cl)o1)=NCC2 | -2
Nc1ncnc2c1ncn2[C@@H]1O[C@H](CNCC#Cc2ccccc2)[C@@H](O)[C@H]1O | 12
COc1cccc(CNC(=O)C2CCN(S(=O)(=O)c3ccccc3)CC2)c1 | -4
Cc1cc(NS(=O)(=O)c2ccc(NC(=O)c3cc4ccccc4o3)cc2)nc(C)n1 | 7

A portion of the library, so the mix of outcomes need not match the whole.
